Dicer inh: inhibitors of human Dicer processing of pre-microRNA. Q9UPY3. cat-ELCCA pre-miR-21 Dicer processing, chemiluminescence; active compounds read high. z-score at 25 µM. 6% of 47,000 active. AID 1347074; in the data active means z-score above about 3, passing the limit was not always enough;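 further: plate controls were vehicle for no effect and no enzyme for full effect; higher signal means more uncleaved substrate so more Dicer inhibition; strong numbers were not always called active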
Target sequence (Q9UPY3 whole entry, looked up): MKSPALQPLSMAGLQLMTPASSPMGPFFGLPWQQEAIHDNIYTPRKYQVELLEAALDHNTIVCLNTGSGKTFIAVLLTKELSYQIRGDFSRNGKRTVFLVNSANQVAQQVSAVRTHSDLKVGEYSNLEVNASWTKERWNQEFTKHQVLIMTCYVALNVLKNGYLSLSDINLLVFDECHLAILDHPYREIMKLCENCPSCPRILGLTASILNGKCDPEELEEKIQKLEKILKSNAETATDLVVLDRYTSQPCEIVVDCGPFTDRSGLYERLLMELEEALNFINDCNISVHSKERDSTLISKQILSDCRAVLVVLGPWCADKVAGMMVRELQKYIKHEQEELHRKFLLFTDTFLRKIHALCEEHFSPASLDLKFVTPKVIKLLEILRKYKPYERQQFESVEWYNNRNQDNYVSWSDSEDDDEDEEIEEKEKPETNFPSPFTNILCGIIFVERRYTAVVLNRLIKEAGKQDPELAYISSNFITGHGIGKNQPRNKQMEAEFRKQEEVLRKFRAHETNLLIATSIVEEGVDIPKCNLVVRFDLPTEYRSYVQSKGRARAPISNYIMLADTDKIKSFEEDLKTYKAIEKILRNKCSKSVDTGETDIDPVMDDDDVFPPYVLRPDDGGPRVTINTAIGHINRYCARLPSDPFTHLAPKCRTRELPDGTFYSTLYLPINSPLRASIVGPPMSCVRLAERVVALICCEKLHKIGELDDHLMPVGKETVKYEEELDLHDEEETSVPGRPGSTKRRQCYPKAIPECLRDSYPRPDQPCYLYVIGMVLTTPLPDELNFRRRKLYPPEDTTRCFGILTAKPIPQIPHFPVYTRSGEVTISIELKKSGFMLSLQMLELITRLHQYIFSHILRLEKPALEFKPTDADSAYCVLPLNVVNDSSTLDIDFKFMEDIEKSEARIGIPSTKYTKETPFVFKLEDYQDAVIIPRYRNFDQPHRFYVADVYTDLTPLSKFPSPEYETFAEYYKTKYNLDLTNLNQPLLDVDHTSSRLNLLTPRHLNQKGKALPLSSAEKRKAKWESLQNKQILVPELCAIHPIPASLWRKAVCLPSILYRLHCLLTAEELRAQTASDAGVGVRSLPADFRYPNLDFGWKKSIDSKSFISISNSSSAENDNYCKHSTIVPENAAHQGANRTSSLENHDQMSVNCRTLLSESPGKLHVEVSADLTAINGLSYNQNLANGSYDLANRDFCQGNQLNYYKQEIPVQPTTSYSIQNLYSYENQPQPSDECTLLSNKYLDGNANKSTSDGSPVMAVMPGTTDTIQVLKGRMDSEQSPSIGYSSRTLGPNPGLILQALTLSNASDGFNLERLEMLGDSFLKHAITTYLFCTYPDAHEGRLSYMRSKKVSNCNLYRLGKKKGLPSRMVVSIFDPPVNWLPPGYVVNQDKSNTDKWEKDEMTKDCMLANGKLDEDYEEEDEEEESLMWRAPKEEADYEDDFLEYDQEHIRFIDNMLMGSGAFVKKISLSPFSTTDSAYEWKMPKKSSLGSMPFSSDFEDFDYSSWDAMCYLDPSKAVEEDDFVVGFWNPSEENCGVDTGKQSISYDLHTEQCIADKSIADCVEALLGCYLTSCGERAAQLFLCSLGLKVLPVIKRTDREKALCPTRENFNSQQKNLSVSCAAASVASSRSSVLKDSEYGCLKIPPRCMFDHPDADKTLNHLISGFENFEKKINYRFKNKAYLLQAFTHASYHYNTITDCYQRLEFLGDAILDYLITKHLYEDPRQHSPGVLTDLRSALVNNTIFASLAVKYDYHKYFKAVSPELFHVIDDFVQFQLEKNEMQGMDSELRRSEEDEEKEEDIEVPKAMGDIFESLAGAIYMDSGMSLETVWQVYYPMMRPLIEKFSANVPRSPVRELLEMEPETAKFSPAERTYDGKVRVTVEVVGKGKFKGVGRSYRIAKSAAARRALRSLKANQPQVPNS
* = called active by the depositor. An excerpt, so the mix of outcomes need not match the whole.

SMILES | Dicer inh
O=C1C2CC=C(Cl)CC2C(=O)N1CC1Cc2ccccc2CO1 (stereo not drawn) | 0.75
N#Cc1ccc(C(=O)COc2ncnc3cc(Cl)ccc23)cc1 | -1.1
CCOC(=O)c1c(Nc2ccccc2OC)sc(C(=O)c2ccccc2)c1N | -0.29
CCOC(=O)C(N)CSC1CCCCO1 (stereo not drawn) | -0.84
Cc1cc2nc3c(c(=O)n2[nH]1)CSC3 | -3.2
Cc1ccc(C2OC(=O)c3ccccc32)cc1 (stereo not drawn) | -0.1
Cc1ccccc1OCc1nc(C#N)c(N2CCC(C)CC2)o1 | 2.9
N#C/C(=C\c1cccn1-c1ccc(Cl)cc1)C(=O)O | 0.92
Nc1cccc(NC(=O)c2ccccc2O)c1 | 5.9*
CN1CCN(C(c2ccccc2)c2ccc(Cl)cc2)CC1 (stereo not drawn) | -0.11
CCCCNc1nc(-c2ccc(-c3ccccc3)cc2)cs1 | -0.27
O=c1c2cc(-c3ccccc3)sc2n(Cc2ccc(F)cc2)c(=O)n1-c1ccccc1 | -0.96
CC(C)(C)c1ccc(O)c(/C(=N/O)c2ccccc2)c1 | -0.06
Cn1c(=O)c2c(nc(NCc3ccccc3)n2C)n(C)c1=O | -0.52
CCOC(=O)c1c(NC(=O)CNC(C)(C)C)sc2c1CCCCC2 | -2.4
O=C(Cn1cc(C(=O)c2ccco2)c2ccccc21)NCc1ccco1 | -1.1
Cc1ccc(-c2nc(=O)[nH]c3ccccc23)cc1 | -0.97
COCCCNC(=S)NNS(=O)(=O)c1ccc(Cl)cc1 | -1.4
COc1ccc2[nH]c(C(=O)Nc3ncc(C)cc3Br)cc2c1 | -2.5
COc1cccc(C2C(C(=O)OC(C)C)=C(C)Nc3nc4ccccc4n32)c1OC (stereo not drawn) | -0.68
COc1ccc2cccc(CCNC(C)=O)c2c1 | -0.23
N#Cc1cc2c(N)c(C(=O)Nc3ccccc3Oc3ccccc3)sc2nc1N | 1.4
CC(C)(CO)Nc1ccc(C(F)(F)F)cc1[N+](=O)[O-] | -0.21
COCCOC(=O)c1c(C)oc2ccc(OC(=O)c3cccs3)cc12 | 4.3
CCOC(=O)c1cc([N+](=O)[O-])ccc1Oc1cncc(Cl)c1 | -1.1

17 successive compounds out of the list so far, for reference:
SMILES | Dicer inh
O=C1C2CC=C(Cl)CC2C(=O)N1CC1Cc2ccccc2CO1 (stereo not drawn) | 0.75
N#Cc1ccc(C(=O)COc2ncnc3cc(Cl)ccc23)cc1 | -1.1
CCOC(=O)c1c(Nc2ccccc2OC)sc(C(=O)c2ccccc2)c1N | -0.29
CCOC(=O)C(N)CSC1CCCCO1 (stereo not drawn) | -0.84
Cc1cc2nc3c(c(=O)n2[nH]1)CSC3 | -3.2
Cc1ccc(C2OC(=O)c3ccccc32)cc1 (stereo not drawn) | -0.1
Cc1ccccc1OCc1nc(C#N)c(N2CCC(C)CC2)o1 | 2.9
N#C/C(=C\c1cccn1-c1ccc(Cl)cc1)C(=O)O | 0.92
Nc1cccc(NC(=O)c2ccccc2O)c1 | 5.9*
CN1CCN(C(c2ccccc2)c2ccc(Cl)cc2)CC1 (stereo not drawn) | -0.11
CCCCNc1nc(-c2ccc(-c3ccccc3)cc2)cs1 | -0.27
O=c1c2cc(-c3ccccc3)sc2n(Cc2ccc(F)cc2)c(=O)n1-c1ccccc1 | -0.96
CC(C)(C)c1ccc(O)c(/C(=N/O)c2ccccc2)c1 | -0.06
Cn1c(=O)c2c(nc(NCc3ccccc3)n2C)n(C)c1=O | -0.52
CCOC(=O)c1c(NC(=O)CNC(C)(C)C)sc2c1CCCCC2 | -2.4
O=C(Cn1cc(C(=O)c2ccco2)c2ccccc21)NCc1ccco1 | -1.1
Cc1ccc(-c2nc(=O)[nH]c3ccccc23)cc1 | -0.97

Additional entries
SMILES | Dicer inh
CCCCc1nc(SCC(=O)NC2CCCCC2)n[nH]1 | 0.32
CC1(C)CC(=O)C2=C(C1)Oc1ccc(Br)cc1C2 | -0.26
Cc1cc(C(=O)CSc2c(F)c(F)c(C(=O)O)c(F)c2F)ccc1Cl | -0.83
COC(=O)C(C)(C)S(=O)(=O)c1ccc(C(F)(F)F)cn1 | -0.28
COC(=O)c1sc(SC)c(S(=O)(=O)c2ccc(Cl)cc2)c1N | 2.2
CN=C(N)NCCC[C@H](N)C(=O)O | 0.12
CC(=O)Oc1ccc2oc(C)c(C(=O)OC(C)C)c2c1 | 0.44
O=C(Nc1cccnc1)C1CC(c2cccc(Br)c2)=NO1 (stereo not drawn) | 12
COc1ccc(C2N=C(N)Nc3nc4ccccc4n32)cc1OC (stereo not drawn) | 2.5
CC(=O)c1cnn(-c2ccc(C#N)cc2)c1C | -0.65
O=[N+]([O-])c1ccc(CSc2nc3cc(Cl)c(F)cc3[nH]2)cc1 | 0.13
Cc1ccc(N2C(=O)CC(SCC(=O)Nc3cc(C(F)(F)F)cc(C(F)(F)F)c3)C2=O)cc1[N+](=O)[O-] (stereo not drawn) | -0.25
O=C(c1ccccc1)n1ccc2ccccc21 | 2.9
Cc1c(-c2ccnc(N)n2)nnn1-c1ccc(Cl)cc1Cl | 0.21
Cc1cc(NCCc2ccccc2)n2ncnc2n1 | -0.15
O=C1NCCCCC1NS(=O)(=O)c1cc(S(=O)(=O)c2ccccc2)cs1 (stereo not drawn) | 1.1
N#Cc1c(C(F)(F)F)cc(-c2ccccc2)nc1SCC(=O)c1ccccc1 | -0.73
CCOC(=O)C1=C(N)n2c(s/c(=C\c3ccc(OC)cc3)c2=O)=CC1c1ccc(OC)cc1 (stereo not drawn) | 1.2
COc1ccc(N2C(=O)CSC2c2ccc(Cl)cc2)cc1 (stereo not drawn) | 0.97
COc1ccc(Nc2nc(Cl)nc(Nc3ccc(OC)cc3OC)n2)c(OC)c1 | 0.03
O=C(O)CCn1nc(Nc2ccccc2)n(-c2ccccc2)c1=S | 0.72
CC(=O)NC(c1ccc(Cl)cc1)n1ccnc1 (stereo not drawn) | -0.76
NN(CCO)C(=S)NCc1ccc(Cl)cc1 | 1.2
COC(=O)c1sc(S(C)(=O)=O)c(C#N)c1-c1cc(C(C)(C)C)oc1C | 8
Cc1ccc(S(=O)(=O)O/N=C(\N)CC(=O)Nc2ccc(F)cc2F)cc1 | 0.48
(next part)
SMILES | Dicer inh
COc1ccc(C2(C)SCc3cc(C)c(C)cc3CS2)cc1 | -1.9
Cc1ccccc1C(=O)c1ccccc1C(=O)O | -0.75
Cc1sc2nc[nH]c(=S)c2c1-c1ccccc1 | 1.9
CCN(CC)c1ccc(NC(=O)C2CCC(C)(C(=O)O)C2(C)C)cc1 (stereo not drawn) | 0.69
O=C1CNC(=S)N1Cc1ccccc1 | -0.19
CC(=O)/C(N=Nc1cc(F)c(Br)cc1F)=C(\C)O | 1.5
Cc1[nH]ccc(=O)c1OCc1ccc(Cl)cc1 | -0.76
COc1ccc(NC(=O)N=S2CCN(S(=O)(=O)c3ccc(Cl)cc3)CC2)cc1 | -0.71
O=C1C2CCCCC2=NN1c1ccccc1 (stereo not drawn) | -0.54
O=C(CSc1nnc([C@@H]2CCCN2)o1)c1ccc(Cl)cc1 | -4.8
O=c1c(-c2ccccc2)c(O)nc2sc3ccccc3n12 | -0.11
CC1(C)CC(=O)C2=C(C1)Nc1ccccc1NC2c1cccc(Br)c1 (stereo not drawn) | 3.5*
O=S(=O)(c1ccc(-c2cnco2)cc1)N(Cc1ccccn1)Cc1ccccn1 | -0.64
O=C1C2=C(C(c3ccccc3)=NCCN2)C(c2ccc(F)cc2)N1c1ccccc1 (stereo not drawn) | -1.3
CN(C)/C=N/C(=S)NC1CC2C=CC1C2 (stereo not drawn) | 0.98
CSc1nc(N)n(-c2ccccc2)n1 | -0.35
NC[C@@H]1O[C@H](O[C@H]2[C@@H](O)[C@H](O[C@@H]3[C@@H](O)[C@H](N)C[C@H](N)[C@H]3OC3O[C@H](CO)[C@@H](O)[C@H](O)[C@H]3N)O[C@@H]2CO)[C@H](N)[C@@H](O)[C@@H]1O (stereo partly drawn) | 0.12
NC(=O)c1ccc(NC(=O)c2nccnc2C(=O)O)cc1 | 0.08
CC12CN3CC(C)(CN(C1)C3c1ccccc1Cl)C2O (stereo not drawn) | 1.5
CNC(=S)N/N=C/c1ccc(C(C)C)cc1 | -0.71
O=C(Nc1nc2c(Br)cc(Br)cc2c(=O)s1)C1CCC1 | 2.1
Fc1cccc(Nc2n[nH]c(=S)s2)c1 | -0.02
Cc1cc2nc(Nc3ncc4c(n3)CCCC4=O)nc(C)c2cc1C | 0.83
CCCCCc1ccc(/C(N)=N/O)cc1 | -1.1
C=C(C)CSc1nnc2nc(C)cc(C)n12 | -0.2
The list goes on.
SMILES | Dicer inh
Cc1ccc(S(=O)(=O)c2nc(-c3ccccc3)oc2N2CCOCC2)cc1 | 1
CCc1cccc(C)c1N(C(C)=O)C1=NCCC(=O)S1 | -0.64
CC1(c2ccccc2)CC(c2ccccc2)=C(C#N)C(=O)N1 (stereo not drawn) | -1.3
CCc1cccc(C)c1NC(=O)NNC(=O)Cc1nc(-c2ccccc2)sc1C | 2.6
COc1cccc(C2C3=C(NCCN=C3c3ccccc3)C(=O)N2c2ccccc2)c1 (stereo not drawn) | 0.09
CCOC(=O)c1c(C)oc2ccc(O)c(CN(C)C)c12 | 4*
CC(=O)Nc1ccc(NS(=O)(=O)c2ccc(S(=O)(=O)c3ccccc3)s2)cc1 | 0.53
COc1cc2c(=O)oc(-c3cccc(C(F)(F)F)c3)nc2c(OC)c1OC | -0.38
Cc1[nH]c2ccccc2c(=O)c1Cc1c(C)[nH]c2ccccc2c1=O | -1.8
O=C1C(=O)N(CCCn2ccnc2)C(c2cccc(Br)c2)/C1=C(\O)c1ccccc1 (stereo not drawn) | 0.15
O=C(NC(=S)NC12CC3CC(CC(C3)C1)C2)c1ccccc1 | -0.84
Cc1ccc(Nc2nc(C)nc(N)c2S(=O)(=O)c2ccccc2)cc1 | -0.24
Cc1oc2c(CN3CCCC3)c(O)ccc2c(=O)c1-c1nc2ccccc2s1 | -0.37
Cc1ccc(C(=O)COC(=O)c2cccc(N3C(=O)c4c(C)nc5ccccc5c4C3=O)c2)cc1 | 0.43
O=C1CCCc2nc(N3CCN(c4ccc(F)cc4)CC3)ncc21 | -1.2
CN(C1CCCCC1)S(=O)(=O)c1cccs1 | 0.15
COCCCNC(=S)NNC(=O)c1ccc(C(C)(C)C)cc1 | -0.64
O=C(O)C1C2C=CC3(CN(Cc4ccccn4)C(=O)C13)O2 (stereo not drawn) | 0.86
CCOC(=O)c1cnc2cc(Cl)c(F)cc2c1OCC | 1.9
Nc1nc2n[nH]nc2c(=O)[nH]1 | -0.23
c1ccc(CCc2nc(-c3ccc(-n4cccc4)cc3)no2)cc1 | 1.1
Cc1ccc(S(=O)(=O)n2nc(-c3ccc(Cl)cc3)nc2NCc2ccco2)cc1 | 3.4*
CCCCSc1ncnc2c1sc1nc3c(cc12)COC(C)(C)C3 | -0.85
CCNc1nc(NC(C)C)nc(NS(=O)(=O)c2ccc(C)cc2)n1 | 0.75
COc1cc(C2C3=C(CCCC3=O)Nc3[nH]n(-c4ccccc4)c(=O)c32)ccc1O (stereo not drawn) | -0.28
(more compounds)
SMILES | Dicer inh
COc1cc(C2C(C(=O)OC3CCCCC3)=C(C)NC3=C2C(=O)CC(C)(C)C3)cc(Cl)c1O (stereo not drawn) | 0.67
CN(C(=O)CSc1nc(C2CCCCC2)c(C#N)c(=O)[nH]1)c1ccccc1 | -0.59
NNC(=O)c1nn(-c2ccccc2)c(=O)cc1O | 2.5
C=CCC(Nc1cccc(Cl)c1)c1ccco1 (stereo not drawn) | -0.96
Cc1ccc(CNc2ccc3c(c2)nc(C)n3C)cc1 | 2.3
O=C1CC(=O)CC(c2cccc(Cl)c2)C1 | -0.3
O=c1[nH]c(=O)c2nc3ccccc3nc2[nH]1 | -0.42
c1ccc(CNc2ncnc3sc4c(c23)CCCC4)cc1 | -0.56
Clc1ccccc1CSc1nnc2c(n1)[nH]c1ccccc12 | -1.2
S=C1NC(c2ccccc2)=CC(c2ccccc2)N1 (stereo not drawn) | 2.3
CCOc1nc(-c2ccc(C)cc2)ccc1-c1noc(C(C)C)n1 | 0.58
O=C1CCCN1c1ccc(S(=O)(=O)Oc2ccccc2Cl)cc1 | 2.6
CCCCn1c(NCc2ccccn2)nc2ccccc21 | 1.2
CCOC(=O)C(=CNc1cc(C)ccc1-n1cccc1)C(=O)OCC | 0.77
O=C(O)/C=C/C(=O)Nc1ccc(-n2ccc(C(F)(F)F)n2)cc1 | 0.57
Fc1ccc(CNCc2ccccn2)cc1 | -0.25
COc1ccc(OC)c(C(=O)c2ccc(N)cc2)c1 | 1.9
COc1nccc(C(F)(F)F)c1C(=O)NCc1c(Cl)cc(Cl)cc1Cl | -0.34
CCc1cc2c(=O)c(-c3nc4ccccc4n3C)c(C)oc2cc1O | 1.3
Cc1cc(C)c2c(N)c(C(=O)O)sc2n1 | 6.9
Cc1nc2ccc(C(=O)O)cc2s1 | -0.4
Cc1c(C)c(C)c(CSC2=NCC(C)N2)c(C)c1C (stereo not drawn) | 4*
Cc1ccc(OCC(=O)O)c([N+](=O)[O-])n1 | -0.59
Cc1ccc(O)c(-c2ccnc3cc(-c4ccccc4)nn23)c1 | 1.1
COc1cc(C2c3c(oc4ccccc4c3=O)C(=O)N2Cc2ccc(F)cc2)ccc1O (stereo not drawn) | 1.1
Additional structures
SMILES | Dicer inh
CO/N=C1\CCCc2c(C(=O)N/N=C/c3ccc(Cl)cc3)sc(SC)c21 | -0.84
CCOC(=O)C1CCN(S(=O)(=O)c2ccc(-c3csc(C)n3)s2)CC1 | -0.9
COc1ccc(-n2nc(C(=O)O)c(C)c(C#N)c2=O)cc1 | -2
Cc1cc(NC(=O)CSc2nc3c(cc2C#N)CCCCC3)no1 | -1.1
O=c1oc2ccccc2c(O)c1[N+](=O)[O-] | -0.96
O=C(NNS(=O)(=O)c1ccccc1)c1sccc1OCc1ncc(C(F)(F)F)cc1Cl | -1
CNc1ccc(CSc2ccc(C(F)(F)F)cn2)cc1C(F)(F)F | 0.76
CC(C)C(NC(=O)OCc1ccccc1)C(=O)NC(Cc1ccc(O)cc1)C(=O)O (stereo not drawn) | -0.02
O=[N+]([O-])c1ccc(Oc2ccc(Cl)cc2Cl)cc1C(F)(F)F | 0.22
CN(C)c1ccc(CNc2nc3ccccc3n2CCN2CCCCC2)cc1 | 2.2

High-throughput results from PubChem BioAssay.
